PriA SSB inh: blocks PriA binding to SSB C-terminal tail. AlphaScreen SSBct-PriA binding, biotinylated peptide. hit rate 0.6% among 430,000. inhibition, % at 33 µM; in the data active = inhibition mostly above about 37%, no sharp cut-off; inactive = mostly below about 20%;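 note: plate controls were negative control peptide for no effect and reference peptide for full effect; strong numbers were not always called active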
BH1578 lux ind: induces V. cholerae light production without autoinducers; hit rate 0.16% among 350,000; activation, % at 18.7 µM; V. cholerae BH1578 lux reporter, luminescence, 6 h; in the data active = activation mostly above about 9.7%, no sharp cut-off; note: not every result past the cut was called active; inactives centre near 0; reference of the scale not given here
Mtb FBA inh: Mtb fructose-bisphosphate aldolase inhibition; hit rate 2.3% among 360,000; inhibition, % at 1 µM; purified M. tuberculosis FBA, fluorescence read-out; P9WQA3; in the data active = inhibition above about 27%;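 note: 0% = vehicle and 100% = reference inhibitor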
Target sequence (P9WQA3 whole entry, looked up): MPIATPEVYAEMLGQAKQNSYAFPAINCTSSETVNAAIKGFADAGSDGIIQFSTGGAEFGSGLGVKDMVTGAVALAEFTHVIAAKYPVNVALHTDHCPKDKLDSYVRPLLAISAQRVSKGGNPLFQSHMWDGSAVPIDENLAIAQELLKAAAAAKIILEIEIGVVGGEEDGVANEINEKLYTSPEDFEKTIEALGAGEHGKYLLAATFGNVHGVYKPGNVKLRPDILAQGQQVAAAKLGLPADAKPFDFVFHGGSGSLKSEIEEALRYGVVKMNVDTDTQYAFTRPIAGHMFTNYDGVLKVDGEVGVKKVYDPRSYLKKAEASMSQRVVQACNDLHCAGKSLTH
SARS 3CLpro inh: SARS-CoV 3CLpro protease inhibition; P0C6X7; recombinant SARS-CoV 3CLpro, quenched FRET peptide cleavage; inhibition, % at 6 µM; hit rate 0.14% among 290,000; AID 1706; in the data active = inhibition above about 12%
GDH-TPI counter: counter-screen for M. tuberculosis FBA inhibitors: GDH-TPI coupled enzymes; GDH-TPI coupled enzyme counterscreen, NADH absorbance; inhibition, % at 4.8 µM; hit rate 1.2% among 360,000; in the data active = inhibition above about 30%;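 note: 0% = DMSO wells and 100% = wells lacking the enzyme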
Mtb UGM inh: inhibitors of M. tuberculosis UDP-galactopyranose mutase; P9WIQ1; purified UGM, fluorescence polarization probe displacement; inhibition, % at 10 µM; hit rate 0.06% among 320,000; AID 504406; in the data active = inhibition above about 10%, passing the limit was not always enough
Rv3671c inh: Rv3671c (M. tuberculosis) protease inhibition; AID 2606; inhibition, % at 5.96 µM; hit rate 0.048% among 320,000; in the data active = inhibition above about 38%;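 note: extracellular domain of Rv3671c used as enzyme; 0% = enzyme with DMSO and 100% = no enzyme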
DUSP3 inh: DUSP3 (human) phosphatase inhibition | recombinant VHR phosphatase, pNPP absorbance | inhibition, % at 13.3 µM | hit rate 0.52% among 290,000; in the data active = inhibition above about 50%; note: some compounds called inactive have numbers as strong as hits
Target sequence (P51452 whole entry, looked up): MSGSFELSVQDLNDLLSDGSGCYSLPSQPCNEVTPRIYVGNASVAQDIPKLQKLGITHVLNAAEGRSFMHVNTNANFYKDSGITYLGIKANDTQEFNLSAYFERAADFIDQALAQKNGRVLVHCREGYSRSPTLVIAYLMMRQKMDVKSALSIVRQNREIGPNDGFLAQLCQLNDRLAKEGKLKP
MazF activator: activators of E. coli MazEF toxin-antitoxin RNase. activation, % at 20 µM. hit rate 0.32% among 350,000. P0AE70. AID 504720. FAM/BHQ RNA-DNA oligo cleavage fluorescence, 5 h; in the data active = activation above about 50%
Target sequence (P0AE70 whole entry, looked up): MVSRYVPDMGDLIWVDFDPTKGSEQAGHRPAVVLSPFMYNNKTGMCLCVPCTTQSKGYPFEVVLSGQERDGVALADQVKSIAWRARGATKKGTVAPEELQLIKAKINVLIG
Mtb BioA inh: blocks M. tuberculosis BioA enzyme activity; inhibition, % at 9.99 µM; hit rate 0.096% among 360,000; purified M. tuberculosis BioA enzyme, plate reader; in the data active = inhibition above about 40%
The depositor's hits bear a star; i = inactive; / = not tested or not shown; & = joins results of further samples.

molecule	PriA SSB inh	BH1578 lux ind	Mtb FBA inh	SARS 3CLpro inh	GDH-TPI counter	Mtb UGM inh	Rv3671c inh	DUSP3 inh	MazF activator	Mtb BioA inh
COc1ccc(-c2cc(C(F)(F)F)nc(SCC(=O)Nc3ccc4c(c3)OCO4)n2)cc1	-3	-0.2	-4	6	12	-0.5	-1	4	-11	-0.5
COC(=O)C1CCN(C(=O)COC(=O)c2ccc3[nH]c4c(c3c2)CCCC4)CC1	-11	i	1	/	-2	0.2	2	/	-1	0.2
Cc1cc(C)cc(C(O)c2ncc(-c3ccccc3)[nH]2)c1 (centres undefined)	/	i	-3	/	1	/	/	/	/	0.8
CCOC(=O)c1sc(N/N=C/c2cccc(C)c2)nc1C	/	i	6	-1	20	0.4	-4	24	6	1.0
O=C(N/N=C/c1cn(-c2cccs2)nc1-c1ccccc1)c1ccccc1Cl	/	-0.1	0	9	8	3.1	-45	-7	16	/
CC(C)NC(=O)C(c1ccc(F)cc1)N(C(=O)CCC(=O)Nc1ccccn1)c1cccc(F)c1 (centres undefined)	-7	-4.0	4	-3	2	-0.9	-5	26	-1	-0.8
COCCCNC(=O)CC1C[C@H](C(=O)N2CCOCC2)[C@@]2(C)c3[nH]c4ccc(OC)cc4c3CCN2C1=O (some centres undefined)	-1	i	0	/	-2	/	/	/	12	0.6
COc1ccc(C)cc1NC(=O)NCCCCc1ccccc1	-5	i	-1	3	0	1.4	-3	32	-1	1.2
CCC(O)(Cc1ccccn1)Cc1ccccn1	3	-5.6	4	/	-3	/	/	/	6	-0.6
CCOC(=O)C1(Cc2ccccc2)CCN(Cc2cn[nH]c2-c2ccccc2)CC1	0	i	-3	0	-7	1.2	5	11	1	/
O=C1CS/C(=N/N=C2C3CC4CC(C3)CC2C4)N1	/	-0.2	-4	4	0	-0.5	3	45	8	/
CCOc1ccccc1OCC(=O)NN=C1CCCC(=O)C1	-2	-3.2	2	/	15	6.2	4	/	-2	-4.0
COc1cc(NC(=O)NC(C)(C(F)(F)F)C(F)(F)F)cc(OC)c1OC	-5	-2.5	3	8	7	0.1	10	11	10	/
CCCCCc1ccc(OCCCC[n+]2ccc(C)cc2)c(CCCCC)c1	16	0.0	-2	-1	2	-0.2	0	0	-9	/
COc1ccc(C(=O)N2CCN(c3ccc(C)cc3C)CC2)cc1OC	5	-0.9	1	0	-9	-1.2	6	12	-13	3.0
COc1ccc2c(c1)OC[C@H]1[C@H]2N2C(=O)CN(Cc3ccc(F)cc3)C(=O)[C@@]2(C)[C@H]1c1ccccc1	13	-1.1	-1	/	2	-0.6	-7	/	-13	-0.9
OC(COCc1cccs1)CN1CCCCCC1 (centres undefined)	9	-3.4	-2	-3	8	3.4	-2	-4	0	-3.2
c1ccc2c(c1)NCCS2	28&10	-0.4	8	-1	3	-2.3	4	15	-12	/
Fc1ccc(CSc2nnc(-c3cccnc3)n2Cc2ccco2)cc1	1	-0.7	1	-4	7	0.6	-4	22	4	2.9
COCC(=O)N1CCCC(C(=O)c2ccc(-c3ccccc3)cc2)C1 (centres undefined)	-3	i	3	0	4	-0.2	-3	5	2	2.3
CCCCN1CC(=O)N2[C@H](c3ccc(OC)cc3)[C@@H]3C(=O)N(CC)C(=O)[C@@H]3[C@]2(C)C1=O	-3	i	1	-1	4	3.6	2	24	6	-1.5
COCCCN(C(=O)CCOc1ccc(C(C)(C)C)cc1)c1c(N)n(Cc2ccccc2)c(=O)[nH]c1=O	-5	-1.4	1	/	10	3.3	-4	/	3	/
COc1ccc(OC(F)(F)F)cc1CC1(C)C(=O)Nc2cccc(Cl)c21 (centres undefined)	/	i	-5	/	-9	/	/	/	/	-2.0
COc1ccccc1N1CCN(C2CCCN(C(=O)c3ccoc3C)C2)CC1 (centres undefined)	-9	i	2	-3	2	-2.9	0	19	4	-2.1
COc1ccc(C)cc1NC(=O)C1CCN(S(=O)(=O)c2cccs2)CC1	5	-0.2	27	5	12	-2.2	-10	15	14	0.4
Cc1ccc(C)c(S(=O)(=O)NCc2ccncc2)c1	-6	i	4	-2	-4	-0.4	-2	27	4	-1.5
O=C(c1cccc(N2C(=O)C3C4C=CC(C4)C3C2=O)c1)N1CCN(c2ccc(F)cc2)CC1 (centres undefined)	7	-0.4	-2	-3	-6	0.2	4	-20	4	0.1
CC1(C)CC(=O)C2=C(C1)OC(N)=C(C#N)C2c1cc2c(cc1[N+](=O)[O-])OCO2 (centres undefined)	-4	-0.5	8	3	4	6.3	1	4	-256	/
CC(=O)C1CCC2C3CCC4=CC(=O)CCC4(C)C3(Br)C(=O)CC12C (centres undefined)	-4	i	-3	/	3	/	/	/	1	5.5
COc1ccc(C2=CC(c3ccc(OC)c(OC)c3)n3nnnc3N2)c(OC)c1 (centres undefined)	-6	i	2	1	12	0.4	-13	34	1	-2.6
O=C(CNC(=O)c1ccccc1F)NCCN1C(=O)S/C(=C\c2ccc3c(c2)OCO3)C1=O	-19	i	-1	/	25	-0.9	-9	/	-4	-1.8
O=C1N[C@@H](c2ccccc2)COC(=O)[C@@H](Cc2ccc(F)cc2)C/C=C\C[C@@H]1CC(=O)N(CCO)Cc1ccccc1	-10	i	4	/	18	0.1	-43	/	6	-3.2
CCCCN1C(=O)C(CC(=O)NC2CCCC2)CC(C(=O)N(C(C)C)C(C)C)=C1C (centres undefined)	/	-2.3	1	/	-8	/	/	/	0	-0.5
O=C(Nc1ccc2c(c1)OCO2)C1CC(=O)N(CCc2ccccc2)C1 (centres undefined)	-2	-0.2	2	-3	1	1.4	-1	21	9	/
COc1cc(C(=S)N2CCN(c3cccc(Cl)c3)CC2)ccc1O	9	0.3	2	6	1	-0.3	-3	38	5	/
CC(C)CCNC(=O)C(c1cccs1)N(CC1CCCO1)C(=O)Cn1nnc2ccccc21 (centres undefined)	2	i	3	-5	15	0.3	5	6	4	/
CCC(C)c1cc(S(=O)(=O)N2CCOCC2)ccc1OC (centres undefined)	-18	i	2	-1	11	3.1	-2	-10	2	-1.0
COc1ccc(S(=O)(=O)Nc2cc3c4c(c2)C(C)C(=O)N4CCC3)cc1OC (centres undefined)	2	-0.3	2	/	-10	-0.7	6	/	0	-1.0
O=C(Oc1ccc(NC2=C(Cl)C(=O)c3ccccc3C2=O)cc1)c1ccc([N+](=O)[O-])cc1	16	-0.3	1	-9	2	/	/	38	9	/
Cc1ccccc1NC(=O)CC1SC(=NC2CCCCC2)NC1=O (centres undefined)	-10	-0.6	26	-2	10	-1.2	-7	19	10	-2.6
CCN(CCn1cccn1)C(=O)CC1C(=O)NCCN1Cc1ccc(OC)c(OC)c1 (centres undefined)	13	i	-1	-3	13	0.2	-4	26	1	-0.6
COc1ccc(S(=O)(=O)N2CCC(C(=O)NCCOc3ccccc3F)CC2)cc1OC	-3	i	3	/	4	-2.7	0	/	4	-1.7
CC(OC(=O)c1ccccc1Nc1ccc(SC(F)F)cc1)C(N)=O (centres undefined)	-10	-1.0	1	4	6	-3.0	-7	-7	-7	0.6
CC(=O)Nc1ccc(S(=O)(=O)NC(CC(=O)NC2CCCCC2C)C(C)C)cc1 (centres undefined)	-17	/	/	1	/	3.6	8	17	6	/
Cc1cccc(C)c1NC(=O)N1CCCCCCC1	1	-0.4	6	0	8	2.2	-1	6	0	/
CCN(CC)CCN1C(=O)c2oc3ccccc3c(=O)c2C1c1cccc(Br)c1 (centres undefined)	1	1.1	6	-6	-9	-0.8	-5	11	16	/
Cn1c(=O)[nH]c(=O)c2c1nc(Br)n2CCSc1nnnn1-c1ccccc1	-2	-6.2	-3	0	-4	3.5	-2	21	4	/
Cc1ccc(NC(=O)CN2C(=O)C3CC=CCC3C2=O)cc1S(=O)(=O)N1CCOCC1 (centres undefined)	-5	-0.4	3	-2	-1	1.3	5	-8	-1	0.4
CCC/C=N/NC(=O)c1cccc(Br)c1	/	-0.6	-2	5	1	1.2	-12	30	8	/
CC(C)NC(=O)CSCc1cccc(Br)c1	-7	-0.4	-3	-1	2	-2.5	2	33	3	-0.4
O=C(CN1C(=O)COc2ccccc21)NCCN1CCC(Cc2ccccc2)CC1	-13	-1.4	-1	3	13	-5.3	-6	8	2	-0.7
CC1=NNC(=O)C1CCC(=O)N/N=C/c1c(Cl)cccc1Cl (centres undefined)	/	i	2	4	-5	0.9	4	15	-15	/
COCCNC(=O)c1ccc(-c2csc(C)n2)cc1	9	-0.3	8	4	9	-3.9	-14	24	-4	/
CC(C)OCCCNC(=O)NC12CC3CC(CC(C3)C1)C2	-1	/	-2	-5	4	0.2	2	9	7	-3.9
COc1ccc(OC)c(-n2c(-c3cc(-c4ccc(F)cc4)n[nH]3)n[nH]c2=S)c1	-1	-0.2	1	6	13	1.6	-4	14	-3	/
Cc1cccc(NS(=O)(=O)c2cccc(C(=O)NCC3(N4CCOCC4)CCCCC3)c2)c1	-5	i	1	/	-7	/	/	/	3	-2.5
COc1nc(N)nc(NC23CC4CC(CC(C4)C2)C3)n1	8	5.0	2	-5	-7	-4.2	-6	1	3	0.0
O=C(CCC(=O)c1ccccc1)NCCc1c[nH]c2ccccc12	-1	-0.2	2	1	5	2.3	-5	-17	1	-5.0
CCOc1cc(/C=N/NC(=O)C(OC)c2ccccc2)ccc1O (centres undefined)	/	-0.9	2	-1	10	2.2	-2	21	-5	-2.4
CCN(CC(=O)NC(C)(C)C)Cc1nc2c(Br)cc(Br)cc2c(=O)[nH]1	-11	-0.4	0	0	4	/	-8	31	4	/

Remaining list, next part:
molecule	PriA SSB inh	BH1578 lux ind	Mtb FBA inh	SARS 3CLpro inh	GDH-TPI counter	Mtb UGM inh	Rv3671c inh	DUSP3 inh	MazF activator	Mtb BioA inh
CC(=O)c1cc(C)c(OC(=O)c2ccccc2)c(C)c1	-5	-0.1	4	/	5	/	/	/	6	1.0
Cc1cc(C)cc(-n2nnc(C(=O)NCc3ccccc3Cl)c2N)c1	1	-0.3	0	-7	8	0.3	-1	35	18	/
COc1ccc(OC)c(-c2cc(C(=O)NCCN3CCOCC3)no2)c1	10	-0.6	0	-3	5	-0.2	4	11	5	-0.6
Cc1nn(C(C)(C)C)c(OC(=O)c2cccs2)c1S(=O)(=O)c1ccccc1	-20	i	-7	6	3	-0.2	-19	28	2	-0.3
c1ccc(CC(NCc2ccco2)c2ccccc2)cc1 (centres undefined)	-4	-1.0	-1	0	9	-0.3	-7	12	1	/
COc1ccc(CCNC(=O)C2CCCN2S(=O)(=O)c2ccc(F)cc2)cc1OC (centres undefined)	-3	-0.3	3	-5	1	0.5	5	14	6	-2.0
C[C@@H]1CCC[C@@]2(O[C@H](CCO)C[C@H](O)[C@H]2O)O1	-11	i	4	/	9	1.2	3	/	-2	-0.4
CCC(C(=O)OCC(=O)Nc1ccc(C(N)=O)cc1)c1ccccc1 (centres undefined)	1	i	3	2	5	-4.0	6	37	0	/
COc1ccc(OC)c(/C=C/C(=O)OCC(=O)Nc2ccc3c(c2)OCCO3)c1	-9	-0.3	7	0	11	-2.1	-5	21	10	/

A portion of the library (hit frequency here may not be typical).
